# From PubChem BioAssay
# influenza NS1A = H1N1 influenza NS1A inhibitors, functional cell based assay (AID 504329); NS1A functional cell-based assay, percent inhibition; higher % means a stronger effect; inhibition, % at 12.5 µM; hits with a dose series show IC50 in µM; 340,000 compounds, 0.3% hits; in the data active = a potency from the dose series; inconclusive = inhibition above about 27% without an active follow-up result; note: strong numbers were not always called active
# VEEV TC-83 Vero = inhibitors of VEEV TC-83 cytopathic effect, confirmation, Vero cells (AID 588727). Vero cells, VEEV TC-83 cytopathic effect inhibition; higher % means a stronger effect. inhibition, % at 20 µM; hits with a dose series show IC50 in µM. 350,000 compounds, 0.13% hits; in the data active = a potency from the dose series; inconclusive = inhibition mostly from about 14% at the one dose, without a potency; inactive = the rest, 99 in 100 with inhibition below about 12%; note: strong numbers were not always called active
# PhoP GFP inhibition = PhoP regulon inhibitors, Salmonella typhi PhoP promoter GFP reporter, confirmatory (AID 1850); 310,000 compounds, 0.33% hits; inhibition, % at 50 µM; hits with a dose series show IC50 in µM; Salmonella Typhi PhoP-promoter GFP reporter, fluorescence, 4 h; higher % means a stronger effect; in the data active = a potency from the dose series; inconclusive = inhibition mostly from about 25% at the one dose, without a potency; inactive = the rest, 99 in 100 with inhibition below about 19%;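 note: 0% = induced wells with vehicle and 100% = uninduced wells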
# tuberculosis growth = growth inhibition of non-replicating M. tuberculosis (AID 488890). 320,000 compounds, 0.39% hits. Mycobacterium tuberculosis non-replicating, growth inhibition; higher % means a stronger effect. inhibition, % at 25 µM; hits with a dose series show IC50 in µM; in the data active = a potency from the dose series; inconclusive = inhibition mostly from about 82% at the one dose, without a potency; inactive = the rest, 99 in 100 with inhibition below about 76%;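 note: plate controls were DMSO cells for no effect and high antibiotic wells for full effect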
# H37Rv inhibition = M. tuberculosis growth inhibition, HTS (AID 449762); one-dose inhibition, % at 25 µM; IC50 in µM for titrated hits; 330,000 compounds, 0.59% hits; M. tuberculosis H37Rv growth inhibition, 7H9 media; higher % means a stronger effect; in the data active = a potency from the dose series; inconclusive = inhibition above about 70% without an active follow-up result;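 note: bacterial growth assessed after seven days of incubation; strong numbers were not always called active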
# VEEV TC-83 Vero 10K pilot screen = also measured in VEEV TC-83 Vero; calls as there; inhibition, %; measured here: 10K pilot screen inhibition
# An asterisk follows results filed as active; i = inactive; ? = inconclusive; · = not tested or not shown.
# Preview, 3 compounds:
SMILES,influenza NS1A,VEEV TC-83 Vero,PhoP GFP inhibition,tuberculosis growth,H37Rv inhibition,others
CCN(C[C@H]1N[C@@](C)(C(=O)OC)[C@H]2C(=O)N(Cc3ccccc3)C(=O)[C@@H]12)C(=O)c1ccc(C(C)(C)C)cc1,-1%,4.4%,·,45%,5%,
COc1ccccc1NC(=O)CN1C(=O)CC(C)S(=O)(=O)c2ccccc21 (stereo not drawn),-1%,i,0%,-8%,-11%,
Clc1cccc(CSc2nc3ccncc3[nH]2)c1,-1%,2.0%,1%,39%,0%,

# All compounds of this part, from the start:
SMILES,influenza NS1A,VEEV TC-83 Vero,PhoP GFP inhibition,tuberculosis growth,H37Rv inhibition,others
CCN(C[C@H]1N[C@@](C)(C(=O)OC)[C@H]2C(=O)N(Cc3ccccc3)C(=O)[C@@H]12)C(=O)c1ccc(C(C)(C)C)cc1,-1%,4.4%,·,45%,5%,
COc1ccccc1NC(=O)CN1C(=O)CC(C)S(=O)(=O)c2ccccc21 (stereo not drawn),-1%,i,0%,-8%,-11%,
Clc1cccc(CSc2nc3ccncc3[nH]2)c1,-1%,2.0%,1%,39%,0%,
O=C(CSc1nc(Nc2ccccc2)nc(N2CCOCC2)n1)N1CCCC1,4%,8.5%,-5%,-17%,-6%,
Cc1ccc(CNC(=O)CCS(=O)(=O)c2ccc3c(c2)NC(=O)C(C)S3)cc1 (stereo not drawn),8%,1.3%,4%,26%,-2%,
O=C(NCc1nc2ccccc2[nH]1)c1cccc(S(=O)(=O)N2CCCCC2)c1,-1%,1.9%,5%,-13%,-1%,
CN(c1ccccc1)c1nc(N)c([N+](=O)[O-])c(N2CCCCCC2)n1,7%,4.6%,0%,29%,7%,
Cc1ccc(C23CC4CC(CC(C(=O)N5CCOCC5)(C4)C2)C3)cc1,-7%,0.4%,-11%,-6%,2%,
CCN(C(=O)COC(=O)c1ccc2c(=O)n3c(nc2c1)CCC3)C1CCS(=O)(=O)C1 (stereo not drawn),2%,0.6%,-5%,-20%,-14%,
Cc1ccc(/C=N/NC(=O)C(O)c2ccccc2)o1 (stereo not drawn),3%,i,2%,-3%,3%,
CSc1nc(N)nc2c1ncn2CC(=O)N1CCN(Cc2c(C)cc(C)cc2C)CC1,8%,0.7%,·,18%,7%,
CC(C)(C)CC(=O)N[C@@H](Cc1ccccc1)c1nc2ccccc2[nH]1,-7%,0.3%,2%,19%,2%,
C/C(=N\Nc1cc(N2CCOCC2)ncn1)c1ccccc1,-1%,2.8%,0%,5%,4%,
Cc1ccccc1Nc1c(-c2ccccn2)nc2c(C)cccn12,0%,3.6%,-16%,66%,1%,
Cc1ccc(Cn2c(=O)n(-c3ccccc3)c(=O)c3ccc(C(=O)NCc4ccco4)cc32)cc1,-9%,i,-15%,·,-9%,
Cc1ccc(CN(C#N)c2nc(C)cc(C)n2)cc1,-5%,0.6%,-6%,-12%,-2%,
c1cc(CSc2nnc(-c3ccc4c(c3)OCO4)o2)ccn1,10%,0.5%,1%,74%,1%,
C=CCOc1nc(-c2ccccc2Cl)nc2ccccc12,-25%,i,3%,6%,0%,
COc1ccc(C(=O)N[C@H]2COC(C)(C)O[C@H]2c2ccccc2)cc1,19%,1.4%,-6%,52%,3%,
COc1ccc(-c2nnc(SCC(=O)NCCC(C)C)nc2-c2ccc(OC)c(OC)c2)cc1OC,-6%,4.2%,-5%,16%,4%,
CCN(C(=O)COc1ncnc2ccc(Br)cc12)C1CCS(=O)(=O)C1 (stereo not drawn),-4%,5.1%,-2%,-2%,1%,
CNc1ccc(Br)cc(C(=O)/C=C/c2cc(OC)ccc2OC)c1=O,11%,7.3µM*,2%,8%,3%,
N#Cc1nc(COc2ccc(F)cc2)oc1NCCN1CCOCC1,5%,2.5%,-6%,-5%,1%,
Cc1ccc(NS(=O)(=O)c2ccc(-c3csc(C)n3)s2)c(C)c1,-18%,?,-19%,1%,-9%,
CC(=O)Nc1nnc(SCC(=O)NC2CCCC2)s1,-7%,1.1%,6%,-4%,-3%,
NS(=O)(=O)c1ccc(Nc2nc(-c3ccc4ccccc4c3)cs2)cc1,-2%,2.6%,-12%,25%,2%,
Cc1ccc(N(C(=O)Cn2nnc(-c3ccccc3)n2)C(C(=O)NC2CCCCC2)c2ccccn2)cc1C (stereo not drawn),-2%,i,3%,-12%,4%,
N#C/C(=C/c1cccc([N+](=O)[O-])c1)c1nnc2n1CCCCC2,2%,7.9%,8%,67%,51%,
Cc1cc(C)nc(N2CCCC(C(=O)NC(C)CCc3ccco3)C2)n1 (stereo not drawn),7%,i,-4%,-6%,-1%,
O=C(CNC(=O)c1ccccc1F)N/N=C/c1cc(Br)ccc1OCc1ccccc1,10%,2.6%,-5%,18%,8%,
C/C(=N\NC(=O)c1ccc(CN2CCc3ccccc3C2)cc1)c1ccccc1O,-7%,8.8%,33%,0.7µM*,3%,
Cc1oc(CC(C)C)cc1C(=O)Nc1cccc2ccccc12,3%,5.9%,-26%,30%,-5%,
COc1ccc(C(=O)NNC(=O)CSc2nnc(-c3cccnc3)n2C)cc1,4%,1.1%,4%,-6%,0%,
Cc1cccc(NC(=O)CSc2nnc(-c3ccco3)o2)c1,-8%,7.0%,5%,-15%,-3%,
Cc1c2n(c3ccccc13)CCC2=O,-6%,0.7%,-1%,2%,-1%,
CC(=O)Nc1ccc2oc(C)nc2c1,-13%,1.4%,-12%,-2%,2%,
CCC(=O)N1CCN(CCN=CC2=C(O)CC(C)(C)CC2=O)CC1,-6%,1.5%,2%,-6%,9%,
CCOC(=O)c1cc(C)n(-c2c(C)n(C)n(-c3ccccc3)c2=O)c1C,-19%,1.6%,-2%,-8%,-4%,
Cc1ccc(C)c(NC(=O)COC(=O)Cn2c(C)csc2=O)c1,-1%,i,7%,-18%,-3%,
C=CCN(Cc1ccc(Cl)s1)C(=O)c1cc(S(=O)(=O)N2CCOCC2)ccc1F,-2%,1.8%,·,19%,3%,

# 7 structures already listed, sorted by number of heavy atoms, descending.
SMILES,influenza NS1A,VEEV TC-83 Vero,PhoP GFP inhibition,tuberculosis growth,H37Rv inhibition,others
O=C(CNC(=O)c1ccccc1F)N/N=C/c1cc(Br)ccc1OCc1ccccc1,10%,2.6%,-5%,18%,8%,
C/C(=N\NC(=O)c1ccc(CN2CCc3ccccc3C2)cc1)c1ccccc1O,-7%,8.8%,33%,0.7µM*,3%,
C=CCN(Cc1ccc(Cl)s1)C(=O)c1cc(S(=O)(=O)N2CCOCC2)ccc1F,-2%,1.8%,·,19%,3%,
CCOC(=O)c1cc(C)n(-c2c(C)n(C)n(-c3ccccc3)c2=O)c1C,-19%,1.6%,-2%,-8%,-4%,
CCC(=O)N1CCN(CCN=CC2=C(O)CC(C)(C)CC2=O)CC1,-6%,1.5%,2%,-6%,9%,
Cc1ccc(NS(=O)(=O)c2ccc(-c3csc(C)n3)s2)c(C)c1,-18%,?,-19%,1%,-9%,
Cc1c2n(c3ccccc13)CCC2=O,-6%,0.7%,-1%,2%,-1%,

# (further entries)
SMILES,influenza NS1A,VEEV TC-83 Vero,PhoP GFP inhibition,tuberculosis growth,H37Rv inhibition,others
Cc1ccc(C(=O)Nc2cccc(C(=O)O)c2)cc1S(=O)(=O)N1CCOCC1,-1%,0.1%,-11%,-19%,-11%,
Brc1ccc(-c2nnc(-c3ccccc3Br)o2)cc1,2%,i,-2%,76%,30%,
COc1cc(/C=C/C(=O)O)cc(S(=O)(=O)NC2CCCC2)c1OC,-5%,3.0%,18%,2%,19%,
CCOC(=O)C1=C(C)N(C)C2(C)CC1c1ccccc1O2 (stereo not drawn),8%,i,0%,-8%,-7%,
CCC(CO)Oc1cc(NC(=O)c2ccccc2Cl)c2ncn(C(C)C)c2c1 (stereo not drawn),4%,1.4%,·,5%,-1%,VEEV TC-83 Vero 10K pilot screen=5.8
Cc1cc(=O)c2ccc(C(F)(F)F)cc2[nH]1,-1%,1.4%,6%,-10%,-18%,
CC(C)(C)OC(=O)NCCCC[C@@H](C(=O)N1CCN(C(=O)OC(C)(C)C)CC1)n1cc(C(CO)NC(=O)OC(C)(C)C)nn1 (stereo partly drawn),-1%,0.6%,-5%,3%,-3%,
COc1cc(OC)cc(-c2c(-c3cccs3)c3cc(-c4ccc(OC)c(F)c4)ccc3n2C)c1,-7%,2.2%,·,38%,-7%,VEEV TC-83 Vero 10K pilot screen=4.4
Cc1cc(C(=O)N2CCCC(Nc3ccc(F)cc3)C2)c(C)o1 (stereo not drawn),16%,1.6%,-6%,9%,2%,
COc1ccc(S(=O)(=O)N(CC(C)C)CC(C)C)c2cccnc12,-1%,7.7%,·,·,6%,
Cc1cccc(NC(=S)N/N=C/c2c[nH]c3ccccc23)c1,16%,0.2%,-6%,-23%,52%,
N#C/C(=C\C1CC=CCC1)c1nc2ccccc2[nH]1 (stereo not drawn),-4%,4.2%,4%,5%,8%,
CCC(=O)n1nc(-c2cccnc2)nc1NCc1cccs1,-1%,3.0%,4%,6%,-2%,
C(=N\Nc1nnnn1-c1ccccc1)/c1ccncc1,-5%,i,0%,?,-6%,
CC1(C)O[C@@H](CC(=O)O)[C@]23CO[C@H](C(=O)[C@]4(C)C2CC[C@@]2(C)[C@H](c5ccoc5)OC(=O)C5O[C@]524)[C@@H]13 (stereo partly drawn),9%,0.5%,·,-21%,7%,VEEV TC-83 Vero 10K pilot screen=0.3
COc1ccc(NC(=O)c2ccccc2NC(=O)CSc2ccc(Cl)cc2)cc1,9%,0.3%,2%,8%,4%,
CN(C)c1ccc(/C=C/c2c([N+](=O)[O-])c(=O)n(C)c(=O)n2C)cc1,8%,0.7%,·,·,·,
CCCCC(=O)Nc1ncc(S(=O)(=O)c2ccc([N+](=O)[O-])cc2)s1,20%,0.6%,3%,10%,1%,
N#CCCOC1(C#CCN2CCCC2)CCCCC1,1%,0.6%,-3%,1%,7%,
O=C1C=C(c2ccc(OC(F)(F)F)cc2)C[C@@H](c2ccc(F)cc2)C1,-2%,2.0%,·,-6%,37%,
Cc1cccc(N(Cc2nnc3n2CCCCC3)C(=O)Nc2ccccc2)c1,1%,i,-5%,3%,-2%,
O=C(NCC(c1cccs1)N1CCOCC1)c1ccco1 (stereo not drawn),-1%,i,13%,3%,-1%,
Cc1noc(C)c1COc1ccccc1C(=O)NC(C)c1ccc(F)cc1 (stereo not drawn),0%,8.8%,·,·,·,
